# Screening data: PubChem BioAssay, SRMLSC
# PostGolgi ctrl = inhibits growth of the yeast control strain; efflux-deficient yeast background strain, growth absorbance A615, 16 h; inhibition, % at 10 µM; 98,000 tested, 5% active
# PostGolgi yeast = growth inhibition of a yeast mutant, post-Golgi transport screen; 98,000 tested, 0.9% active; inhibition, % at 10 µM; AID 739; post-Golgi transport phenotypic cell assay;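 further: yeast cells grown in 1536-well plates; yeast grown about 18 h at 30C before absorbance read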
# Active calls of the source: *. No stated cut-off is given here; in the data, active means inhibition above about 30%; inactive means the rest. These rows are one share of the data. The share of hits here may be higher or lower than overall.
Structure,PostGolgi ctrl,PostGolgi yeast
CCOC(=O)c1c(C)n(C)c2ccc(OC)c(NC(=O)CN3CCSCC3)c12,10,1
CCOC(=O)c1sc(C)c2c(=O)n(CCCN3CCOCC3)cnc12,-2,21
O=C(Cn1cnc2c(nnn2-c2ccccc2)c1=O)NCCc1ccccc1,-15,-4
CCOC(=O)C1CCN(C(=O)Cn2cc3c(n2)CCC(C)C3)CC1 (centres undefined),4,-10
COc1ccc(N(C)C(=O)CC2(CC(=O)O)CCCCC2)cc1,14,6
CCOc1ccc(-n2c(SCC(=O)Nc3nccs3)nc3c(c2=O)SCC3)cc1,3,5
CCOC(=O)C1CCN(C(=O)Cc2c(C(=O)O)n(CC)c3ccccc23)CC1,7,-8
COc1ccc(C)cc1NC(=O)C1CCCN1C(=O)OCc1ccccc1 (centres undefined),3,-20
Nc1nc(Cn2nnc(-c3ccccc3Cl)n2)nc(N2CCOCC2)n1,9,-3
CC(=O)c1cc(C(=O)Nc2ccccc2C(=O)O)oc1C,5,-1
COc1ccc(CSc2nnnn2Cc2ccccc2)cc1OC,0,-5
CC(C)NS(=O)(=O)c1ccc(CCC(=O)NCc2ccco2)cc1,-4,-2
Cn1cccc1Cc1nnc(SCC(=O)Nc2ccc3c(c2)OCO3)n1-c1ccc(F)cc1,9,3
CSCCOC(=O)c1[nH]c2c(c1C)C(=O)CC(c1ccco1)C2 (centres undefined),-4,3
C(=N\n1cnnc1)/c1ccc2c(c1)OCCO2,1,-10
CC1CCCCC1NC(=O)CSc1nncs1 (centres undefined),11,3
Cc1cc(Nc2ccc(C(C)C)cc2)n2ncnc2n1,3,2
Cc1noc(C)c1COC(=O)c1cccc(S(=O)(=O)N2CCCCCC2)c1,19,-8
CN1CCc2c(sc3nc(SCC(=O)N4CCOCC4)nc(N)c23)C1,1,-6
Cc1cc(SCC(=O)c2ccccc2)n2nc(C)nc2n1,7,5
O=C(CCc1nc2ccccc2[nH]1)NC1CCCCC1,6,0
COc1cc(C2C(C#N)=C(N)Oc3n[nH]c(-c4ccccn4)c32)cc(OC)c1OC (centres undefined),7,8
O=C(NC(=O)c1ccc(Cl)c(Cl)c1)OC1CCS(=O)(=O)C1 (centres undefined),2,0
O=C(Cn1cc2c(n1)CCCC2)N1CCc2ccccc21,38*,5
CCCS(=O)(=O)c1nnnn1-c1cccc(OC)c1,29,55*

# Further structures:
Structure,PostGolgi ctrl,PostGolgi yeast
O=C(Cn1nnc(-c2ccccc2)n1)c1ccccc1,20,11
COc1ccc(C2CC(c3ccc(Cl)cc3Cl)Nc3nc(N)nn32)cc1OC (centres undefined),0,4
O=C(CCSc1nnc(-c2ccncc2)o1)Nc1ccc(F)cc1,89*,93*
O=C(Cn1cc2c(n1)CCCC2)Nc1cc(-c2cccc(Cl)c2)no1,12,19
OC1CC(c2ccco2)NC2(CCCCC2)C1 (centres undefined),-5,11
O=C(OC(C(=O)NCc1ccc2c(c1)OCO2)c1ccc(Cl)cc1)c1ccco1 (centres undefined),13,-8
O=C(Nc1nc(-c2ccc3c(c2)OCO3)cs1)C1COc2ccccc2O1 (centres undefined),14,-1
CCCOc1ccc(/C(O)=C2\C(=O)C(=O)N(CCCOC)C23C(=O)N(C)c2ccccc23)cc1 (centres undefined),-2,-5
O=C(O)CSCc1nc2ccccc2s1,-2,7
CC(=O)Nc1ccc(S(=O)(=O)N(C)c2ccccc2)cc1,21,-7
CC1(C)NC(=O)N(CCCSc2ccc(Cl)cc2)C1=O,12,13
Nc1nc2ccccc2nc1N,5,-10
Cc1cc(C)c2ccc(N)nc2c1O,2,8
O=C(c1ccc2c(c1)OCO2)N(c1ccc(Cl)cc1)C1C=CS(=O)(=O)C1 (centres undefined),7,2
COc1ccc(S(=O)(=O)Cc2ccccc2)cc1N,7,-7
Cn1c(SCC(=O)OC2CCCCC2)nnc1-c1ccc(S(=O)(=O)N2CCCC2)cc1,3,0
COc1cc(-c2c(C#N)c(N)nc3c2c(C)nn3-c2ccc(C)c(C)c2)cc(OC)c1OC,20,16
CCOC(=O)N1CCN(C(=O)Cn2ncc3ccccc32)CC1,-3,-3
CC(C)(C)C(=O)NC(C(N)=O)=C(Cl)Cl,0,-5
Cc1cc(Nc2cc(F)ccc2C)n2ncnc2n1,-2,-3
CCCn1c(SCC(=O)N2CCc3ccccc32)nnc1-c1ccncc1,9,3
Cc1nc(N2CCN(C(=O)CCC(=O)O)CC2)c2c(C)c(C)sc2n1,3,6
COc1ccc(-c2nc(CSCC(=O)N3CCN(c4cccc(C)c4)C(C)C3)c(C)o2)cc1OC (centres undefined),21,-9
Cc1ccccc1NC(=O)CCN1CCN(Cc2ccccc2)CC1,13,13
CCCCOc1ccc(C2(C)CC(=O)NC2=O)cc1 (centres undefined),30,14

# Following part:
Structure,PostGolgi ctrl,PostGolgi yeast
CC1CCN(C(=O)c2cccc(S(=O)(=O)N3CCCCC3)c2)CC1,-2,2
Cn1c(=O)c2nc(-c3ccc(Cl)cc3Cl)oc2c2ccccc21,11,4
Cc1ccc(CN2CCSc3ccc(C(=O)N4CCN(c5ncccn5)CC4)cc32)cc1,64*,2
CCCn1c(C2CC(=O)N(c3cc(OC)ccc3OC)C2)nc2ccccc21 (centres undefined),8,-4
O=C(c1ccc(CNc2c(N3CCOCC3)c(=O)c2=O)cc1)N1CC=C(c2ccccc2)CC1,-2,15
Cc1cc(=O)n2nc(N3CCC(C(=O)N4CCN(C)CC4)CC3)sc2n1,2,-3
CN1CCN(C(=O)c2ccc3c(c2)N(Cc2ccc(Cl)cc2)C(=O)c2ccccc2S3=O)CC1 (centres undefined),3,-1
O=C(NC1CCCCC1)c1noc2c1CCCCC2,23,-3
CSc1ccc(C2C(C#N)=C(N)N(c3ccccc3)C3=C2C(=O)CCC3)cc1 (centres undefined),12,1
COc1ccc(CCNC(=O)C2CCC(CNc3c(N4CCCC4)c(=O)c3=O)CC2)cc1OC (centres undefined),4,-2
Cc1cc(=O)n2nc(N3CCC(C(=O)NCCc4ccccc4)CC3)sc2n1,26,0
O=C(O)c1ccc2c3c(ncnc13)-c1ccccc1C2=O,16,19
COc1ccc(CCNC(=O)CCn2c(=O)oc3ccccc32)cc1,-10,-3
CN(C)C(=O)N1CCC(C(=O)NCc2cccs2)CC1,0,-3
O=P(O)(O)c1ccccc1OCCOCCOc1ccccc1P(=O)(O)O,18,-8
COc1ccc(S(=O)(=O)N2CCSC2c2ccc(OC)c(OC)c2)cc1 (centres undefined),10,-8
CCOC(=O)COc1nc(OC)nc(N2CCOCC2)n1,9,3
CCOC(=O)CNC(=O)c1cn(CC)c(=O)c2cc(OC)c(OC)cc12,-1,-10
N#Cc1c(N)nc(SCc2ccncc2)c(C#N)c1-c1cccs1,49*,-2
Cc1cccc(Cn2c(=O)c3c(nc4n3CCN4Cc3ccco3)n(C)c2=O)c1,8,3
CC(=O)c1ccc(Oc2ncnc3sccc23)c(CN2CCOCC2)c1,0,1
Cc1cc(=O)n2[nH]c(C)c(-c3ccc(Cl)cc3)c2n1,-4,-8
Cc1cc(NC(=O)CCC(=O)N(c2cccnc2)C(C(=O)NC2CCCC2)c2ccccc2)no1 (centres undefined),-1,9
CCC(C)OC(=O)c1[nH]c2c(c1C)C(=O)CC(c1ccc(N(C)C)cc1)C2 (centres undefined),8,25
CC(C)CCNc1nc(N2CCCC2)c2c(c1C#N)CCN(C)C2,13,-1

# Additional records.
Structure,PostGolgi ctrl,PostGolgi yeast
O=C(O)c1cc(-c2ccc(Cl)cc2)n[nH]1,-4,12
COc1ccc(NC(=O)COc2ccccc2C#N)c(S(=O)(=O)N2CCCCC2)c1,17,3
COc1cccc(C2NC(CC(C)C)(C(=O)O)C3C(=O)N(Cc4ccccc4)C(=O)C23)c1O (centres undefined),1,-19
Cc1csc2nc(CNC(=O)CCC(=O)O)cn12,7,5
C=CC1C(N2CCOCC2)C(C)(C)S1(=O)=O (centres undefined),8,6
Cn1cccc1Cc1nnc(SCC(=O)Nc2ccc(F)cc2)n1CCc1ccccc1,23,4
COc1ccc(Cn2nnnc2C(c2ccccn2)N2CCN(c3cc(Cl)ccc3C)CC2)cc1 (centres undefined),13,11
Cn1c(=O)oc2cc(S(=O)(=O)N3CCC(C(=O)Nc4ccc(OC(F)(F)F)cc4)CC3)ccc21,-3,-33
Cc1cc2c(=O)n(CC(=O)NCC(=O)N3CCN(Cc4ccccc4)CC3)cnc2s1,21,-10
CCCCc1ccc(NC(=O)OC)cc1,4,-3
c1ccc(N2CCN(c3nc4ccccc4n4nnnc34)CC2)cc1,15,0
CCOC(=O)C1=C(N)OC2=C(C(=O)CCC2)C1c1cccs1 (centres undefined),0,-4
CCc1nnc(NC(=O)CSc2nnc(-c3cc4ccccc4cc3O)n2CC)s1,7,11
CN(C)S(=O)(=O)c1ccc(S(=O)(=O)N2CCN(CCC#N)CC2)cc1,14,-5
Cc1cc(=O)n2nc(N3CCCC3C(=O)NCCCN3CCCCC3)sc2n1 (centres undefined),7,-3
COc1cc(OC)cc(OCC(O)Cn2ccnc2)c1 (centres undefined),9,-2
CSc1nc(N(CCO)CCO)c2sc3nc(-c4ccco4)c4c(c3c2n1)CCC4,12,-4
Cc1ccc(C(=O)Nc2cccc(C(=O)O)c2)cc1S(=O)(=O)N1CCCCC1,-1,-3
CCc1nc(NCc2ccccn2)c2oc3ccccc3c2n1,-2,26
Cc1cc(C)n(-c2c(F)c(F)c(CN3CCOCC3)c(F)c2F)n1,6,0
O=C(O)C1C2C=CC(C2)C1C(=O)N1CCOCC1 (centres undefined),53*,-10
CC(C)n1c(SCC(=O)N2CCCC2)nc2c1c(=O)n(C)c(=O)n2C,-1,-2
Cc1ccc(C(c2nnnn2Cc2cccs2)N2CCN(Cc3ccc4c(c3)OCO4)CC2)cc1 (centres undefined),25,10
COc1ccc(-c2nc(C(N)=O)c3[nH]c(=O)n(-c4cccc(C)c4)c3n2)c(OC)c1,9,0
CCOC(=O)C1C(=O)CC(C)(O)C(C(=O)OCC)C1c1ccco1 (centres undefined),2,17

# For convenience, part of the list above.
Structure,PostGolgi ctrl,PostGolgi yeast
C=CC1C(N2CCOCC2)C(C)(C)S1(=O)=O (centres undefined),8,6
Cn1cccc1Cc1nnc(SCC(=O)Nc2ccc(F)cc2)n1CCc1ccccc1,23,4
COc1ccc(Cn2nnnc2C(c2ccccn2)N2CCN(c3cc(Cl)ccc3C)CC2)cc1 (centres undefined),13,11
Cn1c(=O)oc2cc(S(=O)(=O)N3CCC(C(=O)Nc4ccc(OC(F)(F)F)cc4)CC3)ccc21,-3,-33
Cc1cc2c(=O)n(CC(=O)NCC(=O)N3CCN(Cc4ccccc4)CC3)cnc2s1,21,-10
CCCCc1ccc(NC(=O)OC)cc1,4,-3
c1ccc(N2CCN(c3nc4ccccc4n4nnnc34)CC2)cc1,15,0
CCOC(=O)C1=C(N)OC2=C(C(=O)CCC2)C1c1cccs1 (centres undefined),0,-4
CCc1nnc(NC(=O)CSc2nnc(-c3cc4ccccc4cc3O)n2CC)s1,7,11
CN(C)S(=O)(=O)c1ccc(S(=O)(=O)N2CCN(CCC#N)CC2)cc1,14,-5
Cc1cc(=O)n2nc(N3CCCC3C(=O)NCCCN3CCCCC3)sc2n1 (centres undefined),7,-3
COc1cc(OC)cc(OCC(O)Cn2ccnc2)c1 (centres undefined),9,-2
CSc1nc(N(CCO)CCO)c2sc3nc(-c4ccco4)c4c(c3c2n1)CCC4,12,-4
Cc1ccc(C(=O)Nc2cccc(C(=O)O)c2)cc1S(=O)(=O)N1CCCCC1,-1,-3
CCc1nc(NCc2ccccn2)c2oc3ccccc3c2n1,-2,26
Cc1cc(C)n(-c2c(F)c(F)c(CN3CCOCC3)c(F)c2F)n1,6,0
O=C(O)C1C2C=CC(C2)C1C(=O)N1CCOCC1 (centres undefined),53*,-10
CC(C)n1c(SCC(=O)N2CCCC2)nc2c1c(=O)n(C)c(=O)n2C,-1,-2
Cc1ccc(C(c2nnnn2Cc2cccs2)N2CCN(Cc3ccc4c(c3)OCO4)CC2)cc1 (centres undefined),25,10
COc1ccc(-c2nc(C(N)=O)c3[nH]c(=O)n(-c4cccc(C)c4)c3n2)c(OC)c1,9,0
CCOC(=O)C1C(=O)CC(C)(O)C(C(=O)OCC)C1c1ccco1 (centres undefined),2,17

# Following part.
Structure,PostGolgi ctrl,PostGolgi yeast
CNc1oc(-c2ccccc2)nc1C#N,1,13
Cc1ccc(NC(=O)C2C3C=CC4(CN(Cc5cccnc5)C(=O)C24)O3)cc1 (centres undefined),-1,4
N#Cc1cnc(Nc2nc3ccccc3o2)nc1-c1ccccc1,7,-3
O=C(O)c1ccc(Cl)c(S(=O)(=O)N2CCCCCC2)c1,4,4
O=C(CCS(=O)(=O)c1ccc(Br)cc1)N1CCN(c2ccccc2F)CC1,4,0
COC(=O)c1nc(NC(=O)c2ccc(Cl)cc2)n[nH]1,0,-6
CC(=O)N1c2c(cc(Br)cc2S(=O)(=O)N2CCOCC2)CC1C (centres undefined),9,-2
CC(C)(C)NC(=O)CN(C(=O)CS(=O)CC(=O)Nc1ccc(F)cc1)c1ccccc1 (centres undefined),12,-1
CC(=O)NC(C1C(=O)CC(C)(C)CC1=O)(C(F)(F)F)C(F)(F)F,-3,-2
Cc1onc(-c2ccccc2)c1C(=O)N1CCN(S(=O)(=O)c2ccc3c(c2)OCCO3)CC1,24,-11
CCN(CC)S(=O)(=O)c1ccc2oc(C(=O)N3CCCCCC3)c(C)c2c1,21,-4
CCc1cc(C(=O)Nc2ccccc2)cs1,10,7
O=C(Cn1cnc2c(nnn2Cc2ccccc2)c1=O)NCc1ccco1,-1,-2
Cc1sc2nc(SCC(=O)NCCOCCO)n(C)c(=O)c2c1C,1,3
c1csc(-c2cnc3ccccc3n2)c1,3,5
